# Bioassay records: PubChem BioAssay, Southern Research Specialized Biocontainment Screening Center
# H1N1 NS1A inhibition: H1N1 influenza NS1A inhibitors, functional cell based assay (AID 504329); NS1A functional cell-based assay, percent inhibition; higher % means a stronger effect; one-dose inhibition, % at 12.5 µM; IC50 in µM for titrated hits; 340,000 tested, 0.3% active; in the data active means a potency from the dose series; inconclusive means inhibition above about 27% without an active follow-up result; further: strong numbers were not always called active
# tuberculosis growth: growth inhibition of non-replicating M. tuberculosis (AID 488890) | inhibition, % at 25 µM, or IC50 in µM where a hit was titrated | 320,000 tested, 0.39% active | Mycobacterium tuberculosis non-replicating, growth inhibition; higher % means a stronger effect; in the data active means a potency from the dose series; inconclusive means inhibition mostly from about 82% at the one dose, without a potency; inactive means the rest, 99 in 100 with inhibition below about 76%;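 further: plate controls were DMSO cells for no effect and high antibiotic wells for full effect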
# Salmonella PhoP GFP: PhoP regulon inhibitors, Salmonella typhi PhoP promoter GFP reporter, confirmatory (AID 1850). Salmonella Typhi PhoP-promoter GFP reporter, fluorescence, 4 h; higher % means a stronger effect. one-dose inhibition, % at 50 µM; IC50 in µM for titrated hits. 310,000 tested, 0.33% active; in the data active means a potency from the dose series; inconclusive means inhibition mostly from about 25% at the one dose, without a potency; inactive means the rest, 99 in 100 with inhibition below about 19%;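 further: 0% = induced wells with vehicle and 100% = uninduced wells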
# M. tuberculosis HTS: M. tuberculosis growth inhibition, HTS (AID 449762). M. tuberculosis H37Rv growth inhibition, 7H9 media; higher % means a stronger effect. inhibition, % at 25 µM, or IC50 in µM where a hit was titrated. 330,000 tested, 0.59% active; in the data active means a potency from the dose series; inconclusive means inhibition above about 70% without an active follow-up result;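 further: bacterial growth assessed after seven days of incubation; strong numbers were not always called active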
# VEEV TC-83 Vero: inhibitors of VEEV TC-83 cytopathic effect, confirmation, Vero cells (AID 588727). 350,000 tested, 0.13% active. one-dose inhibition, % at 20 µM; IC50 in µM for titrated hits. Vero cells, VEEV TC-83 cytopathic effect inhibition; higher % means a stronger effect; in the data active means a potency from the dose series; inconclusive means inhibition mostly from about 14% at the one dose, without a potency; inactive means the rest, 99 in 100 with inhibition below about 12%; further: strong numbers were not always called active
# VEEV TC-83 Vero 10K pilot screen: further read-out of VEEV TC-83 Vero, marked with its call; inhibition, %; measured here: 10K pilot screen inhibition
# * hit, by the source's call; i = inactive; ? = inconclusive; . = no result given.
SMILES,H1N1 NS1A inhibition,tuberculosis growth,Salmonella PhoP GFP,M. tuberculosis HTS,VEEV TC-83 Vero,others
O=C(CCN1C(=O)C2C3C=CC(C4CC34)C2C1=O)Oc1ccccc1 (stereo unspecified),-10%,?,-8%,25%,0.0%,
Cc1nc2c(cc1NC(=O)c1ccccc1)nc(C)n2Cc1ccccc1,-11%,5%,-2%,2%,1.4%,
CC(=O)c1ccc(OC(=O)c2nc(-c3ccccc3)oc2C)cc1,5%,?,0%,3%,3.6%,
O=C(NC1CCCCC1)C(c1cccs1)N(C(=O)Cc1c[nH]c2ccccc12)c1ccc(F)cc1 (stereo unspecified),4%,24%,-1%,2%,i,
CCC1CCCCN1CCCNC(=O)c1ccc2c(=O)n(Cc3ccc(OC)cc3)c(=O)[nH]c2c1 (stereo unspecified),11%,37%,-7%,0%,1.0%,VEEV TC-83 Vero 10K pilot screen=1.5
N/C(=N\OC(=O)c1ccco1)c1cccnc1,7%,-2%,7%,-9%,0.9%,VEEV TC-83 Vero 10K pilot screen=0.9
COc1ccc(/C=N/NC(=O)C2c3ccccc3-c3ccccc32)cc1,2%,-18%,8%,4%,3.2%,
CC(=O)Nc1ccc(NC(C)=O)c(NC2OCC(O)C(O)C2O)c1 (stereo unspecified),-9%,-10%,1%,5%,i,
Cc1noc(C)c1S(=O)(=O)N1CCC(C(=O)N2CCN(C(=O)c3ccco3)CC2)CC1,4%,-10%,3%,-6%,1.1%,
CCN(CC)S(=O)(=O)c1ccc(N2CCN(S(=O)(=O)c3ccc4c(c3)OCCO4)CC2)nc1,9%,19%,5%,0%,i,
CC(C)OC1CCCC(O)C1CC(=O)O (stereo unspecified),14%,-2%,21%,-2%,1.0%,
CC(=O)NN(O)C1N(C)C(=O)N(Cc2ccccc2)C1(C)C (stereo unspecified),-22%,-19%,1%,-7%,1.9%,
COc1cc(OC)cc(-c2nc3ccccc3c(=O)n2OC(=O)c2ccc(Br)cc2)c1,-5%,2%,-2%,9%,0.2%,
C=CCN1C(=O)OC2(CCCCC2)C1(C)O (stereo unspecified),9%,-7%,-4%,0%,0.2%,
CC(=O)Nc1ccc(NC(=O)CSCCc2ccccn2)cc1,1%,7%,-1%,0%,2.2%,VEEV TC-83 Vero 10K pilot screen=1.4
CC(=O)N1CCN=C1SCc1cccc(C)c1,0%,7%,4%,5%,2.4%,
CCOc1ccc(C(F)(F)F)cc1NC(=O)c1ccc(OC)c([N+](=O)[O-])c1,-6%,3%,7%,10%,1.5%,
c1cnc2c(C3NCCc4c3[nH]c3ccccc43)cccc2c1 (stereo unspecified),1%,14%,18%,-1%,1.9%,
O=C(O)c1ccccc1-c1ccccc1C(=O)NCc1cccnc1,-7%,-21%,4%,-8%,1.8%,
O=C(COc1ccccc1)NC1CCSC1=O (stereo unspecified),1%,0%,-3%,-4%,0.3%,
CC(NC(=O)c1c(Cl)cnn1C)C1CCCO1 (stereo unspecified),-7%,-2%,8%,-1%,0.6%,
Cc1c(Cl)cccc1NC(=O)CCCn1cnc([N+](=O)[O-])n1,9%,15%,3%,-8%,i,
CC(NC(=O)c1ccccc1NC(=O)c1ccco1)C(=O)O (stereo unspecified),-5%,-4%,-1%,-5%,i,
CCOC(=O)CC(=O)CSc1[nH]c(=O)cc(C)c1C#N,1%,-13%,-4%,0%,1.3%,
CN(C)CCCNC(=O)C[C@H]1C[C@H](C(=O)N2CCOCC2)[C@@]2(C)c3[nH]c4cc(CCC(=O)N(C)C)ccc4c3CCN2C1=O,6%,.,.,.,i,

# Reprinted at random: two compounds from above, in no set order.
SMILES,H1N1 NS1A inhibition,tuberculosis growth,Salmonella PhoP GFP,M. tuberculosis HTS,VEEV TC-83 Vero,others
Cc1c(Cl)cccc1NC(=O)CCCn1cnc([N+](=O)[O-])n1,9%,15%,3%,-8%,i,
O=C(NC1CCCCC1)C(c1cccs1)N(C(=O)Cc1c[nH]c2ccccc12)c1ccc(F)cc1 (stereo unspecified),4%,24%,-1%,2%,i,

# An excerpt from above in order of SMILES length, high to low.
SMILES,H1N1 NS1A inhibition,tuberculosis growth,Salmonella PhoP GFP,M. tuberculosis HTS,VEEV TC-83 Vero,others
CN(C)CCCNC(=O)C[C@H]1C[C@H](C(=O)N2CCOCC2)[C@@]2(C)c3[nH]c4cc(CCC(=O)N(C)C)ccc4c3CCN2C1=O,6%,.,.,.,i,
CCN(CC)S(=O)(=O)c1ccc(N2CCN(S(=O)(=O)c3ccc4c(c3)OCCO4)CC2)nc1,9%,19%,5%,0%,i,
Cc1noc(C)c1S(=O)(=O)N1CCC(C(=O)N2CCN(C(=O)c3ccco3)CC2)CC1,4%,-10%,3%,-6%,1.1%,
Cc1c(Cl)cccc1NC(=O)CCCn1cnc([N+](=O)[O-])n1,9%,15%,3%,-8%,i,
CC(NC(=O)c1c(Cl)cnn1C)C1CCCO1 (stereo unspecified),-7%,-2%,8%,-1%,0.6%,

# New compounds follow
SMILES,H1N1 NS1A inhibition,tuberculosis growth,Salmonella PhoP GFP,M. tuberculosis HTS,VEEV TC-83 Vero,others
C/C(=N\N=C1\NC(=O)C(CC(=O)Nc2ccc(Cl)cc2)S1)c1ccco1 (stereo unspecified),-9%,26%,-4%,18%,2.8%,
COc1ccc(CCNS(=O)(=O)CCNC(=O)c2ccccc2)cc1,-2%,13%,7%,-8%,2.5%,
Cc1ccc(NC(=O)CCc2c(C)nn(-c3ccc(N4CCCCC4)nn3)c2C)cc1,-4%,42%,-3%,2%,7.7%,
COC(=O)c1cccc(C#CC(NP(=O)(c2ccccc2)c2ccccc2)c2ccccc2)c1 (stereo unspecified),-12%,77%,4%,>100µM*,9.5%,
O=C(O)c1ccc(-c2ccccc2Cl)o1,0%,37%,7%,2%,1.8%,VEEV TC-83 Vero 10K pilot screen=2.3
CCOC(=O)[C@]12Cc3c(cc(OC)c(OC)c3OC)[C@H]1N(Cc1ccccc1)C(=O)c1ccccc12,8%,.,.,.,5.7%,
Cc1ccccc1C(=O)NNC(=S)NC(=O)c1ccccc1,-4%,?,-2%,?,3.9%,
Cc1ccc(NC(=O)c2cc(S(=O)(=O)N3CCCCC3)ccc2N2CCOCC2)cc1S(=O)(=O)N(C)C,-21%,.,.,.,0.1%,
COc1ccccc1C(=O)NCc1nnc(SCC(=O)Nc2nccs2)n1C,-6%,-13%,2%,-4%,i,
Cc1ccc(S(=O)(=O)c2c(O)c3ccc(C(=O)O)cc3[nH]c2=O)cc1,-15%,-4%,10%,-2%,1.9%,
COCCn1c(SCC(=O)Nc2cccc(F)c2)nc2c(c1=O)SCC2,-7%,-4%,3%,-1%,1.7%,
C=CCNC(=O)/C(C#N)=C/c1ccc(OS(=O)(=O)c2ccc(C)cc2)c(OC)c1,5%,30%,-6%,-7%,14%,
Cc1ccccc1C(=O)NC(=S)N(Cc1ccccc1)c1ccccn1,-13%,25%,.,-4%,2.2%,
CCOc1cc(NC(=O)c2cccs2)c(OCC)cc1NC(=O)CCC(=O)NCc1ccccn1,.,24%,-2%,5%,.,
CC1(C)CC(=O)C=C(N=CC2=C(O)CC(C)(C)CC2=O)C1,6%,-1%,-2%,-3%,0.6%,
CC1CCN(S(=O)(=O)c2ccc(C(=O)NCc3cccnc3)cc2)CC1,3%,-2%,8%,-5%,i,
CN(C)c1cccc(NC2=CC(=[N+]3CCOCC3)CC(C)(C)C2)c1,11%,26%,0%,-10%,2.9%,
O=C(COC(=O)Cc1c(F)cccc1Cl)Nc1nnc(-c2ccccc2)o1,-7%,?,8%,67%,0.8%,
C=CCNC(=O)/C(C#N)=C/c1ccccc1[N+](=O)[O-],4%,6%,7%,-2%,i,
Cn1c(=O)n(C)c2cc(NC(=O)COc3ccc(Cl)cc3)ccc21,-3%,75%,5%,-3%,0.1%,
O=C(c1cccc(S(=O)(=O)N2CCCC2)c1)N1CCN(c2ncccn2)CC1,-7%,-17%,4%,3%,1.3%,
Cc1cc(Cl)c(S(=O)(=O)N2CCN(c3ccccc3)CC2)cc1OCC(N)=O,6%,-11%,2%,-2%,1.4%,
O=C(CN1CCCC1)Nc1ccccc1Cl,0%,-2%,1%,-13%,0.1%,
CCC(Sc1nc2ncccc2[nH]1)C(=O)N1CCOCC1 (stereo unspecified),8%,-12%,4%,-3%,0.8%,VEEV TC-83 Vero 10K pilot screen=0.8
CCN(CC)C(=O)c1sc2nc(-c3ccccn3)[nH]c(=O)c2c1C,-7%,?,6%,?,2.4%,

# (more compounds)
SMILES,H1N1 NS1A inhibition,tuberculosis growth,Salmonella PhoP GFP,M. tuberculosis HTS,VEEV TC-83 Vero,others
O=C(CSc1nc(COc2ccccc2)nc2ccccc12)NC1CCCC1,1%,-24%,-17%,-4%,0.7%,
COc1cccc(NC2=Nc3cccc4cccc2c34)c1,-3%,37%,-2%,25%,8.0%,
O=C(NC1CCCC1)C(c1ccccc1)N(Cc1ccc(F)cc1)C(=O)c1csnn1 (stereo unspecified),-14%,4%,-9%,2%,0.5%,
O=C1c2ccc(-c3ccc(F)cc3OCc3ccccc3)cc2S(=O)(=O)c2cccc(C(=O)N3CCN(c4ncc(Br)cn4)CC3)c21,26%,26%,.,2%,3.3%,
O=c1c2ccccc2[nH]c(=S)n1-c1ccc(Br)cc1,2%,30%,15%,1%,6.1%,
CCC1=NC(c2ccccc2Cl)N(O)C1(C)C (stereo unspecified),1%,-3%,3%,8%,2.5%,
O=[N+]([O-])c1ccc(N2CCN(CCOCCO)CC2)c([N+](=O)[O-])c1,6%,-6%,12%,4%,2.2%,
CCOC(=O)C1(Cc2cccc(OC)c2)CCN(Cc2ccc(OC)c(O)c2)CC1,5%,10%,2%,0%,1.4%,
CCOc1cc(CNCc2cc(OC)cc(OC)c2)ccc1OC,2%,2%,-4%,-9%,i,
O=C(COC(=O)c1cc([N+](=O)[O-])ccc1NCc1ccccc1)NC1CCCc2ccccc21 (stereo unspecified),16%,-2%,8%,0%,2.0%,
Cc1noc(C)c1COc1ccc(C(=O)OC(C)C(=O)Nc2ccc(S(=O)(=O)N3CCOCC3)cc2)cc1 (stereo unspecified),-3%,1%,-8%,2%,7.5%,
COc1ccc(CCC(=O)NCC(c2ccco2)N2CCc3ccccc32)cc1 (stereo unspecified),4%,6%,8%,-1%,6.1%,
O=C1NC(=O)C(C2CCCCCC2)C(=O)N1,-3%,.,.,.,1.1%,
COc1ccccc1S(=O)(=O)Cc1ccc(C(=O)NCC(OC)OC)o1,0%,7%,8%,-3%,0.9%,
O=C(Nc1ccc(CN2CCOCC2)cc1)c1ccc(-c2ccc(Cl)cc2Cl)o1,0%,77%,7%,?,?,
COc1cccc(C2CC(c3cccc(Br)c3)n3nc(N)nc3N2)c1 (stereo unspecified),1%,17%,4%,-8%,1.9%,
O=C(CN1c2cccc3cccc(c23)S1(=O)=O)N1CCN(c2ccc(F)cc2)CC1,-17%,15%,.,-5%,i,
CCOc1ccc(OCC)c(NC(=O)C2CCCN(c3ncccn3)C2)c1 (stereo unspecified),27%,.,-3%,.,1.9%,
Cc1cc(Nc2ncc(Cl)cc2Cl)n[nH]1,-12%,70%,4%,?,5.2%,
COCCC(=O)N1CCC(Oc2ccc(C(=O)NCCc3cn[nH]c3)cc2)CC1,17%,3%,-6%,-4%,7.3%,
C[C@H](CO)N1C[C@H](C)[C@@H](CN(C)C(=O)Nc2ccc(C(F)(F)F)cc2)Oc2ccc(NC(=O)CCC(F)(F)F)cc2C1=O,6%,28%,.,2%,i,
Cc1ccc(C(C(=O)NC2CCCCC2)N(C(=O)c2csnn2)C2CC2)o1 (stereo unspecified),-2%,10%,-3%,-8%,2.4%,
Cc1cccc(NC(=O)c2cc3ccccc3oc2=O)c1,2%,i,-4%,5%,1.6%,
